Source: PubChem BioAssay
PGC1a acetyl inh = inhibitors of PGC1a acetylation signal, primary screen, cell-based, U2OS, AlphaScreen, inhibitor mode; 350,000 compounds, 0.17% hits; AlphaScreen anti-acetyl-lysine; with virally co-expressed GCN5 acetyltransferase; inhibition, % at 15.6 µM;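 active means every replicate shows inhibition of at least 40%; inconclusive means mean inhibition at least 40% but some replicate below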;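 further: 0% = neutral control wells and 100% = positive control wells; some results beyond the cut were filed as inactive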
miR-122 sensor = miR-122 Renilla sensor signal increase in Huh7, primary screen, miR-122 inhibitor project, cell-based, single point, plate reader | Huh7 miR-122 Renilla luciferase sensor, 48 h; neutral wells = 0, positive control = 100 | activation (reporter increase), % at 12.5 µM | 340,000 compounds, 0.3% hits | AID 602342, 2012;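 active means mean replicate activation score at least 90 and every replicate individually at or above 90; inconclusive means only one of the two criteria met; inactive means neither criterion met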;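 further: higher luciferase means less miR-122 activity so hits act as miR-122 inhibitors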
Cneo AK release = Cryptococcus neoformans cell lysis inducers, primary screen, AK release luminescence, single concentration; C. neoformans lysis, adenylate kinase release luminescence, 4 h; normalised: neutral wells 0, clomiphene wells 100; 360,000 compounds, 0.2% hits; lysis activity, % at 15 µM;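 active means mean lysis activity across replicates of at least 80%, whatever share of replicates individually reach that level; inactive means mean lysis activity below 80%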
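Material: C. neoformans cells | Amount: Yeast cell density of 5 × 10^6 cells/mL | Medium: Fresh YPD growth medium | Dosing: Single dose | Times: Static 4 h at 37 °C with compound, 1 h detection | Detection: AK luminescence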
RAD52 anneal inh = RAD52 DNA annealing inhibitors, primary screen, biochemical, FRET, single point, set 2; inhibition, % at 18.7 µM; AID 651710, 2012; recombinant RAD52 DNA annealing, FRET fluorescence; DNA repair protein RAD52 homolog (Homo sapiens), P43351; 360,000 compounds, 0.46% hits;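 active means every replicate showing at least 50% inhibition; inconclusive means mean inhibition at least 50% but not in every replicate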
PglD inh = C. jejuni PglD acetyltransferase inhibitors, primary screen, biochemical, DTNB colorimetric, single point; UDP-N-acetylbacillosamine N-acetyltransferase PglD (Campylobacter jejuni); purified PglD enzyme, DTNB colorimetric CoA detection; inhibition, % at 12.5 µM; 360,000 compounds, 0.098% hits; AID 602405, 2012; in the data active means inhibition above about 16%, passing the limit was not always enough; inconclusive means no clear call, values can overlap the other calls; further: strong numbers were not always called active
E-selectin induc = E-selectin induction in HUVECs, primary screen, imaging, HUVEC, immunofluorescence imaging, single point; activation, % at 7.58 µM; 260,000 compounds, 0.37% hits; normalized: neutral wells 0, TNF-alpha wells 100;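 active means mean E-selectin-positive cell signal at least 10% of the positive control, reached in at least 60% of replicates, without over 20% cell loss; inconclusive means no rule given, readout overlaps actives, possibly toxicity-flagged; inactive means the rest, including those meeting only one limit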;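 further: in these data hits start at about 27%; measured in HUVEC primary endothelial cells; signal is the percent of cells scored E-selectin positive by PE staining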
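Test system: HUVEC | Signal: Immunofluorescence imaging | Read-out: Percent E-selectin-positive cells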
ERAP1 inh = human ERAP1 aminopeptidase inhibitors, primary screen, biochemical, single point, plate reader. Endoplasmic reticulum aminopeptidase 1 (Homo sapiens), Q9NZ08. recombinant ERAP1, Leu-AMC fluorescence, 60 min. inhibition, % at 10.7 µM. 340,000 compounds, 0.15% hits. AID 652197, 2013;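 active means mean replicate inhibition of at least 30%, or all replicates individually reaching that 30% level; inactive means mean below 30% and not every replicate reaching it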;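 further: 0% = neutral control wells and 100% = L-leucinethiol positive control wells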
Target sequence (Q9NZ08 whole entry, looked up): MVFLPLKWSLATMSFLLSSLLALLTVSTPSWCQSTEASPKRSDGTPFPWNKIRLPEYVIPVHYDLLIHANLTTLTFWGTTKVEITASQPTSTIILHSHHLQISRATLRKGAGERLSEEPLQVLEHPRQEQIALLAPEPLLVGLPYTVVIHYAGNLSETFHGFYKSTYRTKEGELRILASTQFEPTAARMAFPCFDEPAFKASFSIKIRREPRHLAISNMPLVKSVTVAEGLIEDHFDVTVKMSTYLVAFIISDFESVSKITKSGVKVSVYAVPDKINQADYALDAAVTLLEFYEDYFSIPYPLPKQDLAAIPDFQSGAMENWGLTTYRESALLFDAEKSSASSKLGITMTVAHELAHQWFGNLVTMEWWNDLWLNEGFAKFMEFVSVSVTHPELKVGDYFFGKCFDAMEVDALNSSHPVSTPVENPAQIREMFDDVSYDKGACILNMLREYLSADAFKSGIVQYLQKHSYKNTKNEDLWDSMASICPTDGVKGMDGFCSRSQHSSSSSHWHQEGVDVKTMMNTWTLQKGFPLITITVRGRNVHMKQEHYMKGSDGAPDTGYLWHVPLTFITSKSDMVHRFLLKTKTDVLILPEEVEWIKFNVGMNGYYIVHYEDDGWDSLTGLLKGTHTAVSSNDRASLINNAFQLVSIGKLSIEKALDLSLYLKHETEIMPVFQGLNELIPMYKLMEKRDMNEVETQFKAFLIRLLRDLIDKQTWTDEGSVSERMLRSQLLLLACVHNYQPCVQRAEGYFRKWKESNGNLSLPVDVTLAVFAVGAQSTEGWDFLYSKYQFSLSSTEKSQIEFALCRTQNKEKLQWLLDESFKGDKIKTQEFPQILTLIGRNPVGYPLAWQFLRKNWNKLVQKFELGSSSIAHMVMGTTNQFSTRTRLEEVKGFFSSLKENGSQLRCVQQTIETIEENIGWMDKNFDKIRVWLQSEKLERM
RAD54 branch = inhibitors of human RAD54 branch migration, primary screen, biochemical, fluorescence, single point; DNA repair and recombination protein RAD54-like (Homo sapiens), Q92698; RAD54 Holliday junction branch migration, FAM/BHQ fluorescence; inhibition, % at 10.4 µM; 360,000 compounds, 0.14% hits;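 active means mean normalized replicate activity at least 40 and at least half of replicates scoring 40 or more; inconclusive means only one of the two criteria met; inactive means mean below 40 and under half of replicates reaching 40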;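 further: 0% = median of neutral control wells and 100% = median of positive control wells; inhibitors cause a drop in the FAM fluorescence signal; in these data hits start at about 50%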
An asterisk follows results filed as active; ? = inconclusive; nt = not tested or not shown; [ ] = dose if it differs, or a comment. No enrichment for hits, and some 1.4% of all compounds hit somewhere here.

smiles,PGC1a acetyl inh,miR-122 sensor,Cneo AK release,RAD52 anneal inh,PglD inh,E-selectin induc,ERAP1 inh,RAD54 branch
CS(=O)(=O)Nc1ccc2c(c1)[C@H]1C[C@@H](CC(=O)NC3CCCCC3)O[C@@H](CO)[C@H]1O2,6.5,-0.3[16.7 µM],-0.7,-4.8,1.7,0.2,-1.1,-14.6
C[C@@H]1CCCCO[C@H](CN(C)S(=O)(=O)c2ccc(F)cc2)[C@H](C)CN([C@@H](C)CO)C(=O)c2cc(NC(=O)c3ccncc3)ccc2O1,-5.1,-2.4[16.7 µM],45.8,-16.7,2.2,nt,5.0,0.3
C[C@H](CO)N1C[C@H](C)[C@H](CN(C)Cc2cccnc2)Oc2ncc(-c3ccccc3)cc2C1=O,-1.8,9.1[16.7 µM],-1.7,2.5,-0.2,0.1,0.5,5.1
Cc1cccc(OCC(=O)N(Cc2ccco2)C2CCS(=O)(=O)C2)c1C (stereo not given),-15.1,-2.2,0.0,-8.2,1.7,1.0,1.8,-0.6
OCCN1CN=C(Nc2nc3ccccc3o2)NC1,-9.3,-7.0,-1.7,nt,3.3,nt,nt,-9.5
CCc1ccc(CN(C)Cc2nc(Cc3ccccc3)no2)nc1,-4.2,-3.2,31.6,-17.5,1.4,3.5,-1.2,24.0
C[C@H]1CCCCO[C@@H](CN(C)C(=O)C2CCCCC2)[C@@H](C)CN([C@@H](C)CO)C(=O)c2cc(NC(=O)Nc3ccccc3)ccc2O1,2.1,6.5[16.7 µM],2.9,8.6,0.0,-0.1,-0.3,-9.5
Oc1ccccc1-c1cc(C(F)(F)C(F)F)[nH]n1,-12.3,-2.7,-0.5,nt,-3.6,nt,nt,-7.0
COc1ccc(N2C(=NC(C)=O)SC3CS(=O)(=O)CC32)cc1OC (stereo not given),-0.3,-4.4,0.8,nt,-2.7,nt,nt,4.1
C[C@@H]1CN([C@@H](C)CO)C(=O)c2cccc(NS(=O)(=O)c3ccc(Cl)cc3)c2O[C@@H]1CN(C)CC1CCCCC1,nt,6.9[16.7 µM],5.8,5.5,-1.7,-2.3,-1.3,-6.3
C[C@@H]1CN([C@H](C)CO)C(=O)c2cc(NC(=O)CCCN(C)C)ccc2O[C@@H]1CN(C)C(=O)Nc1ccc(F)cc1,-0.3,-4.4[16.7 µM],6.5,-0.7,3.9,3.6,-1.1,-0.2
Cc1cccc(-n2cc(CN(C)Cc3nccn3C)c(-c3cccc(F)c3)n2)c1,nt,1.8,13.0,-0.8,-5.7,nt,4.9,2.2
Fc1ccccc1CSc1nncn1NC/C=C/c1ccccc1,10.6,6.3,1.8,nt,-3.6,nt,nt,9.8
CCOC(=O)N1CCN(C(=O)C2CC(c3ccccc3OC)=NO2)CC1 (stereo not given),0.0,-1.6,1.7,-8.1,-0.5,nt,0.3,-2.1
Cc1cc(C)cc(N2CCN(C(=O)N3CCOCC3)CC2)c1,-9.2,-1.0,3.5,nt,3.2,nt,nt,-1.6
Cn1c(=O)c2c(nc(SCC(=O)N3CCOCC3)n2C)n(C)c1=O,4.9,1.9,0.7,-5.0,0.4,0.0,-2.6,-0.2
CC1CCCN(S(=O)(=O)c2ccc(NC(=O)c3cccc(-n4cnnn4)c3)cc2)C1 (stereo not given),-16.1,-1.0,-2.4,nt,-2.8,-1.1,nt,-0.5
Cc1[nH]n(-c2ccccc2)c(=O)c1N=Nc1cccc([N+](=O)[O-])c1,0.6,0.6,3.5,-2.1,-3.2,nt,0.8,-22.3
C=CCOn1c(=O)c(-c2ccc(OCC)cc2)[n+]([O-])c2ccccc21,19.2,-9.9,-0.6,-9.1,-10.4,0.1,-1.2,-13.5
Cc1cccc(C(C)C)c1NC(=O)C(C)OC(=O)Cc1n[nH]c(=O)c2ccccc12 (stereo not given),nt,-17.4,1.3,7.9,-3.0,-0.1,1.2,3.2

An excerpt from above, reduced to miR-122 sensor.
structure,miR-122 sensor
C[C@@H]1CCCCO[C@H](CN(C)S(=O)(=O)c2ccc(F)cc2)[C@H](C)CN([C@@H](C)CO)C(=O)c2cc(NC(=O)c3ccncc3)ccc2O1,-2.4[16.7 µM]
C[C@H](CO)N1C[C@H](C)[C@H](CN(C)Cc2cccnc2)Oc2ncc(-c3ccccc3)cc2C1=O,9.1[16.7 µM]

(further entries)
smiles,PGC1a acetyl inh,miR-122 sensor,Cneo AK release,RAD52 anneal inh,PglD inh,E-selectin induc,ERAP1 inh,RAD54 branch
O=C(C[C@H]1C[C@@H]2c3cc(NC(=O)c4cccnc4)ccc3O[C@@H]2[C@@H](CO)O1)NCC(F)(F)F,-0.2,3.7[16.7 µM],-2.0,2.7,0.7,0.3,2.5,-3.5
CCN=C(NCC)SC1CC(=O)N(c2ccccc2)C1=O (stereo not given),8.1,-5.0,1.1,nt,-0.5,nt,nt,4.4
O=C(N/N=C/c1ccc(O)cc1)/C(=C/c1ccccc1)CCO,-7.5,-3.7,1.2,nt,-0.6,nt,nt,3.2
CCOc1ccc(NC(=O)CN(C)C2=NS(=O)(=O)c3ccccc32)cc1,nt,-5.5,0.1,-10.3,3.6,0.1,-1.0,-4.8
CCc1ccc(NC(=O)c2sc3nc(C)nc(N4CCN(c5ccccn5)CC4)c3c2C)cc1,nt,nt,0.8,-8.6,2.0,nt,-6.4,-1.9
COC(=O)c1ccsc1NC(=O)c1ccco1,2.9,-1.2,-4.5,-34.7,-3.0,0.1,3.2,6.1
COC(=O)c1c(NC(=O)CN2C(=O)c3ccccc3C2=O)sc(Cc2ccc3c(c2)OCO3)c1C,8.5,-16.5,-0.4,-19.0,-2.5,3.3,-4.7,6.6
COc1ccc(Cc2n[nH]c(=S)n2-c2cc(C)ccc2C)cc1OC,-2.1,-4.1,3.2,-3.8,3.4,0.1,2.6,-0.9
C[C@H](CO)N1C[C@H](C)[C@@H](CN(C)Cc2ccc(-c3ccccc3)cc2)Oc2ccc(N(C)C)cc2CC1=O,-3.7,-4.6[16.7 µM],1.7,1.6,0.9,0.0,0.9,-20.7
C[C@@H]1CN([C@H](C)CO)C(=O)c2c(c3ccccc3n2C)-c2ccccc2CO[C@@H]1CN(C)C(=O)NC1CCCCC1,-8.0,nt,-4.5,10.8,0.6,0.5,-1.6,-3.8
COc1ccc(S(=O)(=O)NC(C)C(=O)Nc2ccccc2)cc1Cl (stereo not given),-2.3,4.5,0.4,-18.3,11.0,-0.4,0.7,2.4
O=C(c1ccccc1)N1CCN(C(=S)NCc2ccco2)CC1,11.7,-2.3,-0.8,-42.1,1.3,5.1,-3.9,6.4
C=C1c2cc3c(cc2NC(=S)N1Cc1ccccc1)OCO3,-2.9,-0.1,4.3,-10.4,3.5,0.0,3.7,10.5
CCOC(=O)n1c(O)c(N=NC(N)=S)c2cc(C)ccc21,3.3,nt,nt,-19.7,nt,-0.3,1.8,nt
CCN(CC)CCCNC(=O)CCn1nc(-c2ccc(Cl)cc2)ccc1=O,6.6,3.6,4.7,-0.1,-13.2,?,0.2,-5.6
O=C(NCc1ccccc1)C1Cc2ccccc2CN1C(=O)c1ccco1 (stereo not given),-2.4,-2.4,-0.1,-9.0,1.9,-0.2,-1.5,-1.8
O=C(CN(C(=O)CCC(=O)Nc1ccccn1)c1cccc(F)c1)NCc1ccco1,5.0,-2.0,3.0,-7.4,-2.8,nt,2.4,6.4
Cn1nnnc1Sc1ncnc2scc(-c3ccc([N+](=O)[O-])cc3)c12,1.5,-15.9,-0.2,-26.2,0.9,-0.5,2.7,0.9
Cc1noc(C)c1S(=O)(=O)N(C)C[C@H]1OCCCC[C@@H](C)Oc2ccc(NC(=O)Nc3ccccc3)cc2C(=O)N([C@@H](C)CO)C[C@H]1C,4.2,2.9[16.7 µM],-2.5,-33.3,-0.3,-0.1,2.8,-2.5
COCC(=O)Nc1nc2ccc(S(C)(=O)=O)cc2s1,-7.1,0.4,-14.2,nt,-5.3,nt,nt,-3.6
CCOc1cc(/C=N/NC(=O)Cc2ccc(C(F)(F)F)cc2[N+](=O)[O-])ccc1O,-3.7,-6.9,1.5,-11.8,-4.4,nt,-0.1,-4.7
CCc1ccc(NC(=O)[C@H](C)NC(=O)C2CCN(C(=O)[C@@H](N)C(C)C)CC2)cc1,4.2,2.1,4.6,-3.6,5.3,nt,2.9,-8.0
COc1ccc2c3c([nH]c2c1)[C@@H](CO)N(C(=O)C1CCC1)CC31CCN(Cc2nccs2)CC1,4.4,nt,nt,6.3,nt,0.0,-2.3,nt
C[C@H](CO)N1C[C@H](C)[C@@H](CN(C)S(=O)(=O)c2ccccc2)OCCCC[C@H](C)Oc2ccc(NC(=O)Nc3ccc(C(F)(F)F)cc3)cc2C1=O,0.4,-1.2[16.7 µM],5.2,2.1,1.1,0.3,3.4,2.6
C/C=C/c1ccc2c(c1)O[C@H](CN(C)Cc1ccc(F)cc1)[C@@H](C)CN([C@@H](C)CO)S2(=O)=O,-2.3,4.5[16.7 µM],8.0,-2.0,2.7,0.2,0.3,-11.5
CNC(=O)C[C@@H]1CC[C@H]2[C@@H](COc3ccc(NC(=O)Nc4ccccc4)cc3C(=O)N2C)O1,2.3,7.5[16.7 µM],-1.1,-10.0,-4.7,0.1,-1.0,-3.9
Cc1ccc(NC(=S)N(C)Cc2cn(C)c3ccccc23)cc1,nt,0.5,-10.0,nt,0.0,nt,nt,11.1
CCc1csc(N2[C@H](CO)[C@@H](c3ccc(-c4cccc(F)c4)cc3)[C@@H]2C#N)n1,-6.0,nt,1.9,-97.4,1.3,-0.1,1.1,-10.6
CC(=O)CCc1oc2ccc(NC(C)=O)cc2c1-c1ccc(C)o1,-5.8,3.3,-2.1,nt,-3.0,nt,nt,2.0
COc1ccc(C(=O)C2CCCN(C(=O)CCC3=NNC(=O)CC3)C2)c(C)c1 (stereo not given),1.1,3.8,nt,-5.5,nt,nt,-3.0,nt
CCS(=O)(=O)c1nc(S(=O)(=O)c2ccc(Cl)cc2)c(N2CCOCC2)s1,-2.3,0.4,-2.7,-0.9,-4.9,nt,-0.4,7.7
CCOC(=O)C1=C(C)N(c2ccccc2)C(=O)C1CC(=O)O (stereo not given),-0.5,-2.9,1.0,nt,-2.5,nt,nt,-10.4
Nc1c(C(=O)CSc2nc(-c3ccccc3)cs2)c(=O)[nH]c(=O)n1C1CC1,2.2,-4.6,-1.4,-16.7,-0.8,nt,-1.0,2.1
CO[C@@H]1CN(C)C(=O)c2cc(NC(=O)Cc3ccccc3)ccc2OC[C@H](C)N(C(C)=O)C[C@@H]1C,-17.1,nt,0.1,-2.4,-0.7,-0.1,3.4,-17.0
COCC(=O)N(C)C[C@@H]1Oc2cc(C#Cc3ccccc3)ccc2S(=O)(=O)N([C@H](C)CO)C[C@H]1C,0.7,-0.8[16.7 µM],51.0,-6.6,7.6,0.1,1.5,-8.0
